Screening data: PubChem, several laboratories
XIAP antagonists: small molecules displacing peptide from XIAP – biochemical, IAP family, fluorescence polarization (AID 1018); XIAP BIR domain, fluorescence polarization peptide displacement; higher % means a stronger effect; 200,000 tested, 0.007% active; displacement, % at 20 µM; hits with a dose series show IC50 in µM; in the data active = displacement above about 50%; also: a part of the inactive calls stands beside numbers as strong as those of hits
Large T inhibition: SV40 large T antigen inhibitors, biochemical (AID 1903); SV40 large T antigen ATPase/helicase inhibition assay; higher % means a stronger effect; one-dose inhibition, % at 20 µM; IC50 in µM for titrated hits; 310,000 tested, 0.39% active; in the data active = a potency from the dose series; inconclusive = inhibition mostly from about 32% at the one dose, without a potency; inactive = the rest, 99 in 100 with inhibition below about 32%; also: strong numbers were not always called active
SIAH1 antagonists: Siah-1 peptide-binding antagonists, primary screen, biochemical, fluorescence polarization, rhodamine-plectin, uHTS (AID 1817); one-dose displacement, % at 20 µM; IC50 in µM for titrated hits; 290,000 tested, 0.02% active; Siah-1 / rhodamine-plectin peptide fluorescence polarization; higher % means a stronger effect;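 active = displacement of at least 50% at 20 µM, with a fluorescence ratio check between 0.3 and a set limit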;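 also: plate controls were Siah plus tracer with DMSO for no effect and tracer alone without Siah for full effect; strong numbers were not always called active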
Dengue-2 NS5 capping: Dengue-2 NS5 methyltransferase inhibitors, primary screen, biochemical, confirmation dose response (AID 588689); Dengue-2 NS5 methyltransferase capping enzyme assay, biochemical; higher % means a stronger effect; inhibition, % at 25 µM; hits with a dose series show IC50 in µM; 340,000 tested, 0.3% active; in the data active = a potency from the dose series; inconclusive = inhibition above about 29% without an active follow-up result
HIV fusion peptide: cell-free HIV fusion peptide-binding blockers – biochemical, uHTS, fluorescence dequenching, primary screen (AID 1986); cell-free peptide binding, fluorescence dequenching, 30 min; higher % means a stronger effect; one-dose inhibition, % at 20 µM; IC50 in µM for titrated hits; 290,000 tested, 0.3% active; in the data active = inhibition mostly above about 52%, no sharp cut-off; inactive = mostly below about 76%; also: some results filed as inactive read as strong as hits
RSV antiviral HEp-2: RSV antiviral activity via CPE protection, HEp-2 cells, primary 10 µM value included (AID 2391); 310,000 tested, 0.13% active; one-dose CPE inhibition, % at 10 µM; IC50 in µM for titrated hits; HEp-2 cells, RSV-induced CPE inhibition; higher % means a stronger effect; in the data active = a potency from the dose series; inconclusive = CPE inhibition mostly from about 23% at the one dose, without a potency; inactive = the rest, 99 in 100 with CPE inhibition below about 21%; also: strong numbers were not always called active
AID2073: disruptors of CaV2.2 binding to Mint1 – biochemical, HTRF (AID 2073); HTRF protein-protein interaction, Mint1-CaV2.2; higher % means a stronger effect; inhibition, % at 20 µM; hits with a dose series show IC50 in µM; 290,000 tested, 0.19% active; in the data active = inhibition mostly above about 51%, no sharp cut-off; inconclusive = no clear call, values can overlap the other calls; inactive = mostly below about 53%; also: some results filed as inactive read as strong as hits
LYP phosphatase: inhibitors of LYP phosphatase, biochemical, fluorescence intensity, uHTS (AID 1779). recombinant LYP phosphatase, fluorescence intensity; higher % means a stronger effect. inhibition, % at 11.5 µM; hits with a dose series show IC50 in µM. 290,000 tested, 0.054% active; in the data active = inhibition above about 50%;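 also: plate controls were vehicle with enzyme for no effect and no enzyme for full effect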
Rac1 GTP hydrolysis: MgcRacGAP GTPase-activating activity inhibitors, confirmation, biochemical, ADP Hunter fluorescence. 340,000 tested, 0.6% active. MgcRacGAP-stimulated Rac1 GTP hydrolysis, ADP Hunter fluorescence; higher % means a stronger effect; GST-tagged Rac1 F28L mutant substrate. inhibition, % at 30 µM; hits with a dose series show IC50 in µM. AID 624330;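 active = first-screen hits whose inhibition reached a set limit at any dose in the follow-up dose series; inconclusive = inhibition above the set first-screen limit but never retested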;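 also: fluorescence reports GDP produced by GAP-driven GTP hydrolysis; strong numbers were not always called active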
Dengue-2 NS5 capping pilot replicate: further read-out of Dengue-2 NS5 capping, marked with its call; inhibition, %; measured here: pilot screen replicate inhibition
Active calls of the source: *; ? = inconclusive; / = not tested or not shown.

SMILES	XIAP antagonists	Large T inhibition	SIAH1 antagonists	Dengue-2 NS5 capping	HIV fusion peptide	RSV antiviral HEp-2	AID2073	LYP phosphatase	Rac1 GTP hydrolysis	others
CCOc1cc(NC(=O)c2ccccn2)c(OCC)cc1NC(=O)c1ccc(C)cc1	-5.0%	0%	0%	/	-1.5%	0.6%	18%	-2%	1%
COc1ccc(C2C(C(C)=O)=C(O)C(=O)N2c2ccc(Br)cc2)cc1 (stereo not drawn)	/	1%	-6%	2%	3.6%	7.9%	18%	-6%	12%
O=[N+]([O-])c1cc(C(F)(F)F)ccc1NCCc1ccncc1	/	4%	7%	1%	-1.7%	5.0%	16%	-5%	3%
Cc1ccc(-c2ccc(CCC(=O)O)n2NC(=O)c2ccc([N+](=O)[O-])cc2)cc1	-2.6%	9%	-2%	-3%	0.2%	-0.3%	16%	-4%	5%
CN(CCN1CCOCC1)C(=O)CC1C(=O)NCCN1Cc1ccccc1C(F)(F)F (stereo not drawn)	/	12%	-2%	1%	-1.4%	-0.3%	4%	-5%	3%
CCSc1nc(O)c(C(c2cccc(OC)c2)c2c(O)nc(SCC)[nH]c2=O)c(=O)[nH]1	/	1%	-4%	-3%	2.3%	-0.4%	3%	-13%	-2%	Dengue-2 NS5 capping pilot replicate=5.1
O=c1c2ccccc2sn1-c1cc(S(=O)(=O)N2CCOCC2)ccc1N1CCCC1	-0.4%	12µM*	-5%	-39%	-0.6%	-1.0%	-1%	-6%	?
CC(NC(=O)c1cc([N+](=O)[O-])cc([N+](=O)[O-])c1)C1CC2CCC1C2 (stereo not drawn)	/	2%	5%	-8%	-0.2%	7.0%	-4%	-11%	7%
COc1ccc(S(=O)(=O)N2CCCC(C(=O)NCC3CCCO3)C2)cc1OC (stereo not drawn)	/	6%	13%	5%	2.4%	-0.4%	3%	-10%	3%
Cc1nn(C)c(C)c1NC(=O)c1ccc(Br)o1	-6.3%	9%	-4%	-3%	1.5%	0.8%	-7%	-8%	1%
Cc1cc(/C=N/NC(=O)c2ccc(CN3CCOCC3)cc2)c(C)n1-c1ccccc1	1.3%	5%	0%	-10%	-1.0%	0.7%	0%	4%	-4%
C/C=C(\C)CN1CCC(n2nccc2NC(=O)CCOc2ccccc2)CC1	/	1%	-1%	-11%	0.6%	0.3%	14%	-3%	0%
Cc1cc(C(=O)N/N=C/c2cccn2C)n[nH]1	-3.0%	23%	-3%	-9%	-1.6%	1.8%	0%	1%	5%
Cc1ccc(C(=O)N2CCCC(c3ccc(Cl)cc3)=N2)cc1	-7.6%	2%	0%	0%	-0.9%	12%	15%	5%	16%
CN1c2ccccc2N(C)C1(C)c1ccccc1	-5.0%	3%	-1%	?	19%	0.3%	2%	-6%	8%

Molecules from the list above that have bromine, in the order listed:
SMILES	XIAP antagonists	Large T inhibition	SIAH1 antagonists	Dengue-2 NS5 capping	HIV fusion peptide	RSV antiviral HEp-2	AID2073	LYP phosphatase	Rac1 GTP hydrolysis	others
COc1ccc(C2C(C(C)=O)=C(O)C(=O)N2c2ccc(Br)cc2)cc1 (stereo not drawn)	/	1%	-6%	2%	3.6%	7.9%	18%	-6%	12%
Cc1nn(C)c(C)c1NC(=O)c1ccc(Br)o1	-6.3%	9%	-4%	-3%	1.5%	0.8%	-7%	-8%	1%

The listing picks up; the two compounds before the break are reprinted first.
SMILES	XIAP antagonists	Large T inhibition	SIAH1 antagonists	Dengue-2 NS5 capping	HIV fusion peptide	RSV antiviral HEp-2	AID2073	LYP phosphatase	Rac1 GTP hydrolysis	others
Cc1ccc(C(=O)N2CCCC(c3ccc(Cl)cc3)=N2)cc1	-7.6%	2%	0%	0%	-0.9%	12%	15%	5%	16%
CN1c2ccccc2N(C)C1(C)c1ccccc1	-5.0%	3%	-1%	?	19%	0.3%	2%	-6%	8%
CN1C(=O)COc2ccc(C(=O)c3oc4ccccc4c3-c3cnc4c(c3)COc3ccccc3-4)cc21	2.9%	5%	24%	/	3.3%	/	13%	-1%	/
CCOP(=O)(OCC)C(NC(C)=O)C(=O)c1ccccc1 (stereo not drawn)	-1.3%	7%	11%	-6%	0.8%	2.0%	0%	-3%	2%
Cc1cc(C(F)(F)F)c2c(N)c(C(=O)NC3CC3)sc2n1	/	5%	-3%	3%	0.8%	0.2%	4%	1%	-7%
C=CCN1C(=O)c2ccc(C(=O)N3CCN(S(=O)(=O)c4cccc(Cl)c4)CC3)cc2C1=O	/	32%	9%	-10%	-0.4%	2.4%	16%	-10%	7%
Cc1ccc(-c2noc(=O)n2CC(=O)Nc2ccc(S(=O)(=O)NC3CC3)cc2)cc1	-11%	17%	-6%	-3%	2.9%	-1.9%	-10%	0%	-10%
COc1cc(OC)c(C2C(C#N)=C(N)OC3=C2C(=O)CC(C)C3)cc1OC (stereo not drawn)	-2.9%	11%	-2%	4%	1.6%	2.7%	10%	5%	14%
Cc1ccc(N2C(=O)C(c3c(C)[nH]n(-c4ccccc4)c3=O)(C(F)(F)F)C3=C2CC(C)(C)CC3=O)cc1 (stereo not drawn)	-2.7%	-17%	-3%	18%	3.5%	6.7%	-1%	4%	6%
COC(Cn1c(-c2cccc(S(=O)(=O)N(C)C)c2)n[nH]c1=S)OC	-4.6%	13%	9%	-6%	0.6%	0.2%	-7%	-7%	3%
Cc1cccc(/C=C2\Sc3ccc(C(=O)N4CCC(C(N)=O)CC4)cc3N(C)C2=O)c1	/	10%	-3%	-9%	0.4%	5.9%	-6%	-11%	4%
O=C(Nc1ccc(Cl)c(Cl)c1)c1ccc(Cn2cc(Cl)cn2)cc1	-12%	6%	0%	-7%	1.5%	/	11%	0%	8%
O=C(NCc1ccc2c(c1)OCO2)C1CCN(C(=O)Nc2ccc(Cl)cc2)CC1	1.2%	9%	-2%	0%	-1.3%	0.5%	-3%	-3%	0%
O=C(C1CC1)N1CCc2[nH]c3ccccc3c2C1	-1.1%	9%	9%	9%	0.5%	2.0%	2%	-5%	5%
CCOc1ccccc1NC(=O)CNC(=O)Cc1ccccc1	-1.5%	4%	0%	-2%	0.2%	2.4%	-5%	-4%	9%
O=C(NCCc1nc(-c2ccc(F)cc2)no1)c1ccc(F)cc1	/	19%	/	10%	/	0.2%	/	/	7%
CC1CCN(C(=O)Nc2ccc3nsnc3c2)CC1	-6.1%	-7%	0%	-1%	-2.8%	1.2%	13%	-8%	1%

The final four compounds of the section before open the next one:
SMILES	XIAP antagonists	Large T inhibition	SIAH1 antagonists	Dengue-2 NS5 capping	HIV fusion peptide	RSV antiviral HEp-2	AID2073	LYP phosphatase	Rac1 GTP hydrolysis	others
O=C(C1CC1)N1CCc2[nH]c3ccccc3c2C1	-1.1%	9%	9%	9%	0.5%	2.0%	2%	-5%	5%
CCOc1ccccc1NC(=O)CNC(=O)Cc1ccccc1	-1.5%	4%	0%	-2%	0.2%	2.4%	-5%	-4%	9%
O=C(NCCc1nc(-c2ccc(F)cc2)no1)c1ccc(F)cc1	/	19%	/	10%	/	0.2%	/	/	7%
CC1CCN(C(=O)Nc2ccc3nsnc3c2)CC1	-6.1%	-7%	0%	-1%	-2.8%	1.2%	13%	-8%	1%
O=C(Nc1ccccc1NS(=O)(=O)c1ccc(F)cc1)C1CCCC1	-1.0%	8%	-9%	-3%	0.1%	0.1%	0%	-7%	1%
COc1ccccc1N1CCN(C(=O)c2ccc3[nH]c4c(c3c2)CCCC4)CC1	-2.4%	7%	1%	7%	-2.5%	17%	-7%	3%	11%
COc1ccc(OC)c(S(=O)(=O)N2CCC(C(=O)NC3CCCCCC3)CC2)c1	/	-5%	-1%	0%	0.4%	2.2%	2%	-2%	3%
COc1ccc(Cc2noc(-c3ccc([N+](=O)[O-])cc3)n2)cc1OC	/	10%	3%	2%	-1.6%	8.1%	-4%	-3%	-9%
Cc1ccc(NC(=O)Cn2ccc([N+](=O)[O-])n2)cc1Cl	-2.0%	8%	4%	-7%	-1.1%	1.9%	2%	-1%	8%
Cc1ccnc(NC(=O)CCC(=O)N(CC(=O)NCCc2ccccc2)c2ccc(F)cc2)c1	/	8%	-4%	-1%	1.7%	1.6%	9%	-2%	3%
Cc1ccccc1Nc1nnc(C)c(=O)n1N	-12%	9%	-3%	-1%	-1.9%	-0.3%	-7%	-8%	6%
O=C(Nc1ccnc(-c2cccnc2)n1)c1ccc(Cl)c(Cl)c1	-8.0%	-3%	4%	-10%	3.5%	-2.5%	30%	-7%	9%
CC(C)(C)c1ccccc1NC(=S)NC1CCCC1	/	11%	3%	-10%	0.1%	1.3%	3%	2%	-6%
CCN(CC)C(C(=O)Nc1ccc(C(C)C)cc1)c1ccc2c(c1)OCO2 (stereo not drawn)	-7.8%	13%	4%	0%	-1.6%	-1.0%	-1%	-10%	-5%
Cc1c(Cl)cccc1NC(=O)CSc1nc(=O)n(CCCN2CCOCC2)c2c1CCC2	/	12%	/	-6%	/	-2.6%	/	/	9%
CC(CNc1ccc([N+](=O)[O-])cc1)NC(=O)c1ccccc1Br (stereo not drawn)	-5.5%	6%	6%	-6%	1.4%	0.2%	0%	0%	-3%
COc1ccc(S(=O)(=O)N2CCOC2CNC(=O)C(=O)NCCc2c[nH]c3ccccc23)cc1C (stereo not drawn)	-5.0%	15%	3%	0%	1.0%	1.7%	-2%	-2%	8%
COc1ccc(Nc2ncnc3c2cnn3-c2cccc(C)c2)cc1OC	/	/	4%	-7%	-0.9%	/	16%	-1%	1%
CCCC(=O)N1CC2(C)CN(C(=O)CCC)CC(CCC)(C1)C2=O	-0.7%	-3%	2%	-3%	-0.3%	-0.3%	22%	-2%	7%
CCOc1ccc(N(CC(=O)N/N=C/c2ccccn2)S(=O)(=O)c2ccc(Cl)cc2)cc1	/	14%	0%	-6%	-0.1%	1.4%	6%	-8%	5%
Cc1cc(C)c2c(CC(=O)NC(C)C)coc2c1	-5.6%	10%	-5%	-4%	-2.1%	1.3%	0%	-4%	3%
COc1ccccc1C(=O)Nc1ccc(C(=O)N2CCCC2)cc1	-2.2%	4%	0%	4%	-1.9%	2.0%	-7%	-7%	15%
COc1ccc(/C=C2\N=C(C)OC2=O)cc1[N+](=O)[O-]	/	6%	-2%	2%	-1.2%	-0.4%	-10%	-6%	9%
Nc1nnc(SCc2ccc([N+](=O)[O-])cc2)s1	-6.2%	8%	12%	-1%	0.4%	4.6%	-7%	-2%	6%
CCOC(=O)N1CCC(NC(=O)C2CCCN(S(=O)(=O)c3cccnc3)C2)CC1 (stereo not drawn)	-2.5%	2%	5%	2%	3.8%	1.8%	-2%	-9%	8%
CSCCC(NC(=O)c1ccco1)C(=O)N1CCC(C(N)=O)CC1 (stereo not drawn)	/	25%	/	-1%	/	-1.1%	/	/	9%
CC(C)C[C@H]1COCCS(=O)(=O)N1Cc1cccc(C(F)(F)F)c1	/	12%	/	0%	/	-0.3%	/	/	9%
NC(=S)N/N=C/C=C/c1ccccc1	3.1%	7%	2%	-7%	0.0%	2.4%	1%	2%	4%
O=C(O)C(NS(=O)(=O)c1cccc2nsnc12)c1ccccc1 (stereo not drawn)	/	8%	9%	2%	-0.5%	-0.9%	16%	-8%	-6%
